GALK inh: blocks human galactokinase activity | P51570 | Purified GALK, Kinase-Glo residual ATP luminescence | Potency, µM (highest dose often 57.5 µM), for the others: at the top dose activity change, negative = inhibition, usual class: inhibitors | 270,000 tested, 0.007% active; further: potency means the concentration at half of the fitted maximal effect; on the % scale 0 is the no-effect control and ±100 the full control effect
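ATP-depletion format; final 35 uM ATP, 100 uM D-galactose, 5 nM enzyme; pH 8.0 HEPES/Mg2+ buffer; 60 min RT; luminescence read 10 min after detection reagent.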
KCNH2 3.1 inh: blocks the human KCNH2 3.1 channel isoform; 340,000 tested, 0.95% active; activity change, % (tested at about 1.8 µM); U2OS KCNH2 3.1, thallium flux FluxOr; stronger effect = lower value;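 active means maximum activity change below -70%; inconclusive means maximum activity change from -70% to -50%; inactive means maximum activity change above -50%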;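 further: thallium influx rate constant from kinetic fluorescence after stimulation buffer; on the % scale 0 is the no-effect control and ±100 the full control effect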
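U2OS cells transduced with KCNH2 3.1 mutant virus (1.77 x 10^8 /mL, 4 h), plated overnight at 37 C, loaded 45 min with FluxOr dye plus Red40 quencher. Thallium flux rate constant from kinetic reads after stimulation buffer, normalised to controls.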
AT treatment: candidate therapy for ataxia-telangiectasia. Potency, µM (highest dose often 57.5 µM), without a hit: top-dose activation, most hits filed as activators. 320,000 tested, 0.19% active. […] A-T fibroblasts, KAP-1 phosphorylation AlphaLISA; neocarzinostatin DNA damage 30 min before lysis. AID 485349; further: potency means the concentration at half of the fitted maximal effect; % of control where 0% means no effect; nearly all actives have a fitted effect of over 45% in size
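ATM-like activity read as KAP-1 phosphorylation via AlphaLISA donor/acceptor antibody pairs after lysis and 6 hr at 25C. Cells were ATM-null patient fibroblasts ([…], hTERT), dosed 60 min, then exposed to the DSB inducer NCS for 30 min.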
KCNH2 WT inh: KCNH2 (human, wildtype) channel inhibition; U2OS, BacMam KCNH2, thallium flux FluxOr; stronger effect = lower value; Q12809; activity change, % at 1.84 µM; 340,000 tested, 0.37% active;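 active means maximum activity change below -70%; inconclusive means maximum activity change between -70% and -50%; inactive means maximum activity change above -50%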; further: on the % scale 0 is the no-effect control and ±100 the full control effect
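U2OS cells were transduced with wild-type KCNH2 virus (2.03 x 10^8 / mL) for 4 h at room temperature, then cultured overnight at 37 C. Thallium flux was read with FluxOr dye. Rate constants were normalized to DMSO controls.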
ASM inhibitor: blocks human secretory acid sphingomyelinase | P17405 | placental ASM, HMU-PC fluorogenic substrate, 60 min | Potency, µM (titrated, usually from 57.5 µM), for inactives: at the top dose activity change, negative = inhibition, hits mostly inhibitors | 340,000 tested, 0.006% active | AID 504937; further: potency means the concentration at half of the fitted maximal effect
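Human placenta-derived ASM enzyme was preincubated with compound for 10 minutes at room temperature, then given fluorogenic substrate HMU-PC0 (9 uM final) for 60 minutes at 37 °C; a pH 10 stop preceded fluorescence reading at Ex 386/Em 447 nm.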
MBNL1 CUG block: MBNL1-poly(CUG) RNA binding inhibition. TR-FRET MBNL1-His/biotin-(CUG)12 binding, 665/545 ratio. Potency, µM (highest dose often 57.5 µM), inactives show at the top dose activity change, negative = inhibition, hits mostly inhibitors. 280,000 tested, 0.036% active. Q9NR56; active means well fitted inhibition curve with a large enough effect in the signal ratio, with a control signal flat, not every such curve was filed as active; inconclusive means small, poorly fitted or top-dose-only effect, or effect the other way, or a change in a side signal; inactive means no such curve, though single readings can be large or run the other way; the % refers to the signal ratio; further: potency means the concentration at half of the fitted maximal effect; on the % scale 0 is the no-effect control and ±100 the full control effect
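His-tagged MBNL1 binding to biotinylated (CUG)12 RNA was measured by TR-FRET using terbium anti-His antibody (0.055 ng/ul final) and streptavidin-XL665 (5 nM final). Compounds were titrated 92 nM to 58 uM; 60 min at room temperature.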
CXXC DNA block: blocks binding of human MLL CXXC domain to DNA. 290,000 tested, 0.037% active. Potency, µM (highest dose often 115 µM), for the others: at the top dose activity change, negative = inhibition, most hits filed as inhibitors. AID 2662. MLL-CXXC / FITC-HOXA9 DNA fluorescence polarization; active means well fitted inhibition curve with a large enough effect in the polarisation, with a control signal flat, not every such curve was filed as active; inconclusive means small, poorly fitted or top-dose-only effect, or effect the other way, or a change in a side signal; inactive means no such curve, though single readings can be large or run the other way; the % refers to the polarisation; further: potency means the concentration at half of the fitted maximal effect
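Purified MLL-CXXC (added from a 7 uM solution) was preincubated 5 min at ambient with pinned compounds in 50 mM Tris-HCl pH 7.5, 50 mM NaCl, 1 mM DTT, 0.05% BSA. Fluorescein-labeled HOX-A9 DNA (50 nM solution) followed, 30 min, then polarization read.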
FBPA coupling cs: coupling enzyme interference in Giardia aldolase counter-screen. coupling enzyme system counterscreen, AmpLite Red fluorescence. activity change, negative = inhibition, % at 58.2 µM, hits read low. 290,000 tested, 0.67% active. AID 2472; in the data active means activity change below about -30%; further: on the % scale 0 is the no-effect control and ±100 the full control effect
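Coupling enzymes only (glyceraldehyde-3-phosphate) + compound, at 57.5 uM final, 10 min RT; add substrate/coupling/AmpLite Red mix, 20 min RT; fluorescence ex 525/em 598 nm. Actives flag coupling-system interference.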
Integrin act MD: activates integrin-mediated alleviation for muscular dystrophy; alpha7betagal myoblasts, beta-gal FDG fluorescence, 48 h; Potency, µM (top dose mostly 38.3 µM), without a hit: at the top dose activation, most hits filed as activators; 350,000 tested, 0.064% active; AID 624291;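 further: potency means the concentration at half of the fitted maximal effect; 100% = response of the positive control SU9516; nearly all actives have a fitted effect of over 60% in size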
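alpha7betagal+/- myoblasts (passage 13, 250/well) treated 48 h at 37C with compounds at 1:260 dilution of DMSO stock. Lysed, then beta-galactosidase activity read as FDG fluorescence (ex 480/em 540) after 30 min, with pre-read for autofluorescence.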
TRPV1 agonist: human TRPV1 agonism. 320,000 tested, 0.19% active. activation, % at 8.33 µM. TRPV1-expressing cells, Fluo-8 calcium influx, agonist mode; in the data active means activation above about 80%; inconclusive means between about 30% and that limit; further: 0% is about no effect
Target sequence (Q8NER1 whole entry, looked up): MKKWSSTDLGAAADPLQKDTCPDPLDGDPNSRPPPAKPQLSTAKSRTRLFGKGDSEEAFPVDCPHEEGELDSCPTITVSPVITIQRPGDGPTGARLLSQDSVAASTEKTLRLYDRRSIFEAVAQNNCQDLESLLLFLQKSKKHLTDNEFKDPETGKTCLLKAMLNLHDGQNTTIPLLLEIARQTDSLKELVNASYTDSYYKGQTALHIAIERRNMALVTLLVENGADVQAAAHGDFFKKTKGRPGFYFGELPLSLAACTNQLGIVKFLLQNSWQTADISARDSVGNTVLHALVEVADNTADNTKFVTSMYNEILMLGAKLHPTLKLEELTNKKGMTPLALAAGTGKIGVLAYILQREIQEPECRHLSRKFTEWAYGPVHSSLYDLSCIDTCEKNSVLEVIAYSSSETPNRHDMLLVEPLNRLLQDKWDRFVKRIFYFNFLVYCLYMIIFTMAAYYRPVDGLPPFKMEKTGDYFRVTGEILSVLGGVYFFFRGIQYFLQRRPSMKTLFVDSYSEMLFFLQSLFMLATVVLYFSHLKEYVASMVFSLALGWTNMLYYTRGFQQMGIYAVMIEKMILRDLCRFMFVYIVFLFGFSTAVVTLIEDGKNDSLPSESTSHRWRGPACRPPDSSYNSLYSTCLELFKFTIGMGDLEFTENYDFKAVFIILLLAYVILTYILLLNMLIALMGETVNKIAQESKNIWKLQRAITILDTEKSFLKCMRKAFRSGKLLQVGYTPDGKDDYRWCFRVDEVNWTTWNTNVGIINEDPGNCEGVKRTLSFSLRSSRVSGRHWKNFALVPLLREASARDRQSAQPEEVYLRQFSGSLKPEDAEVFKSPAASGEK
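Cells expressing TRPV1 were dye-loaded with Fluo-8 and read kinetically: 10 s baseline, 3 min after compound (agonist portion), then 2 min after EC20 capsaicin (allosteric enhancer portion). Calcium-bound dye fluorescence at 480/520 nm.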
* marks the source's active call; other numbers are inactive results; ? = inconclusive; . = not tested or not shown; & = joins results of further samples; [ ] = another dose, or the depositor's remark. Unless noted, the call rests on the fitted dose curve; in most records, active means well fitted curve in the direction sought with a large enough effect; inconclusive means small, poorly fitted or top-dose-only effect, or another doubt; inactive means no such curve, though single readings can be large; an effect the other way counts as inactive or inconclusive.

SMILES	GALK inh	KCNH2 3.1 inh	AT treatment	KCNH2 WT inh	ASM inhibitor	MBNL1 CUG block	CXXC DNA block	FBPA coupling cs	Integrin act MD	TRPV1 agonist
CC1=NN(C(N)=S)C(=O)C1N=Nc1cccc(C(=O)O)c1 (stereo not drawn)	-1%	13	16%	-6	-5%	?	-15%	2	-4%	2
CCOc1ccc(N2CC(NS(=O)(=O)c3cccs3)CC2=O)cc1 (stereo not drawn)	.	15	-3%	-1	3%	.	.	.	-10%	4
O=C(NNC(=O)c1cc(Br)ccc1Cl)c1csc(N2CCOCC2)n1	-2%	.	5%	-7	0%	9%	22%	.	15%	9
Cc1cccc(OCC(=O)N/N=C/c2ccccc2C(=O)O)c1	-1%	-7	2%	-3	4%	-3%	-7%	0	-7%	-1
COC(=O)c1sc2ccccc2c1C(=O)OC	1%	-2	.	24	-1%	41%[activator]	-1%	3	32%	6
Cn1c(SCc2nc3ccccc3s2)nnc1-c1ccc2c(c1)OCO2	-3%	23	4%	-3	4%	5%	-2%	2	15%[7.66 µM]	1
COc1ccc(Cc2noc(CN3CCN(Cc4cccc(Cl)c4)CC3)n2)cc1OC	2%	6	3%	4	4%	-8%	-6%	-2	-37%	?
CC(C)N1CCc2c(sc(NC(=O)c3ccc4ccccc4c3)c2C(N)=O)C1	-2%	-16	8%	3	12%	?	100%[activator]	.	-64%[inhibitor]	16
CCCCOc1ccccc1NC(=O)c1ccco1	0%	-11	-1%	-13	-1%	1%	0%	0	18%	11
Cc1ccc2c(c1)COc1c3ccc(C(=O)N4CCCCC4)cc3nn1-2	1%	.	-16%	.	2%	16%	-2%	2	2%	11
CCC(NC(C)C)C(O)c1ccc(O)c(O)c1 (stereo not drawn)	-2%	0	-8%	1	-2%	-6%	-4%&1%	-53*	.	2
CCCCc1nc2cc(C(=O)N3CCN(c4nc(C)cnc4C)CC3)ccc2o1	4%	-77*	-3%	-5	2%	-10%	33%[activator]	.	4%	3
CC(=O)NC1C(O)OC(CO)C(O)C1O (stereo not drawn)	.	19	6%	-5	1%	.	.	.	.	-1
CCN(CC)S(=O)(=O)c1cccc(C(=O)OCC(=O)NCc2ccccc2OC)c1	.	48	-9%	-4	0%	.	.	.	0%	20
CCC1(c2ccccc2)NC(=O)N(CC(=O)Nc2cc(Cl)ccc2N2CCN(C)CC2)C1=O (stereo not drawn)	.	1	4%	5	0%	.	.	.	-45%[inhibitor]	2
C/C(=N\O)C(C)(C)Nc1ccccc1F	4%	7	-4%	14	7%	2%	0%	-1	-2%	2
O=C1CN(C(=O)c2ccco2)C(c2ccc(F)cc2)c2cc(Cl)ccc2N1 (stereo not drawn)	.	8	.	8	-1%	.	.	.	-8%	.
N#CC1=C(S)N(c2ccccc2)C(c2ccco2)NC1=O (stereo not drawn)	-1%	-16	-4%	-1	3%	-9%	?	3	2%	-3
OC(CN1CCN(c2ccccc2)CC1)c1c[nH]c2ccccc12 (stereo not drawn)	0%	-18	6%	7	0%	-5%	9%	2	-18%	0
COc1ccc(C2=CN3CCCCC3CC2=O)cc1OC (stereo not drawn)	.	13	8%	11	-2%	.	.	.	-6%	.

Entries above containing four or more nitrogen atoms (six):
SMILES	GALK inh	KCNH2 3.1 inh	AT treatment	KCNH2 WT inh	ASM inhibitor	MBNL1 CUG block	CXXC DNA block	FBPA coupling cs	Integrin act MD	TRPV1 agonist
CC1=NN(C(N)=S)C(=O)C1N=Nc1cccc(C(=O)O)c1 (stereo not drawn)	-1%	13	16%	-6	-5%	?	-15%	2	-4%	2
O=C(NNC(=O)c1cc(Br)ccc1Cl)c1csc(N2CCOCC2)n1	-2%	.	5%	-7	0%	9%	22%	.	15%	9
Cn1c(SCc2nc3ccccc3s2)nnc1-c1ccc2c(c1)OCO2	-3%	23	4%	-3	4%	5%	-2%	2	15%[7.66 µM]	1
COc1ccc(Cc2noc(CN3CCN(Cc4cccc(Cl)c4)CC3)n2)cc1OC	2%	6	3%	4	4%	-8%	-6%	-2	-37%	?
CCCCc1nc2cc(C(=O)N3CCN(c4nc(C)cnc4C)CC3)ccc2o1	4%	-77*	-3%	-5	2%	-10%	33%[activator]	.	4%	3
CCC1(c2ccccc2)NC(=O)N(CC(=O)Nc2cc(Cl)ccc2N2CCN(C)CC2)C1=O (stereo not drawn)	.	1	4%	5	0%	.	.	.	-45%[inhibitor]	2

Next entries:
SMILES	GALK inh	KCNH2 3.1 inh	AT treatment	KCNH2 WT inh	ASM inhibitor	MBNL1 CUG block	CXXC DNA block	FBPA coupling cs	Integrin act MD	TRPV1 agonist
Cc1cc(OC(C)C(=O)NCCCn2ccnc2)c2c(C)c(C)c(=O)oc2c1 (stereo not drawn)	6%	32	1%	26	0%	7%	12%	.	-9%	0
CC#CC[N+](C)(C)CC(=O)c1ccccc1	0%	5	?	-5	-1%	-4%	1%	1	0%	0
O=C(COC(=O)c1cc(-c2ccccn2)nc2ccccc12)Nc1ncc(C(F)(F)F)cc1Cl	-1%	-1	35%	7	-1%	-13%	-7%	0	-10%	-4
CCOc1ccccc1N1CC(C(=O)Nc2ccccc2N2CCOCC2)CC1=O (stereo not drawn)	4%	-13	?	-1	1%	10%	1%	0	-13%	4
CSc1ccc(S(=O)(=O)N2CCC(C(=O)NC3CC3)CC2)cc1	1%	13	-1%	5	-3%	-5%	0%	-2	16%	1
COc1ccccc1C(=O)NC(=O)COC(=O)c1nccnc1N	.	2	14%	1	.	.	.	.	0%	.
O=C(O)CSCCC(=O)Nc1ccc(F)cc1	2%	-15	2%	0	-1%	11%	-14%	3	1%	-3
FC(F)(F)c1ccc(-c2nc(=S)[nH][nH]2)cc1	.	?	8%	1	-1%	5%	-3%	4	?	-4
O=C(c1ccco1)N1CCCN(Cc2nc(-c3ccc4c(c3)OCO4)no2)CC1	3%	-2	4%	41	7%	-14%	-1%	2	4%	10
O=C(O)CC1(CC(=O)Nc2ccc3ccccc3c2)CCCCC1	-2%	12	.	-34	-5%	-8%	2%	6	-11%	-3

A few values from the results shown:
Value of `CSc1ccc(S(=O)(=O)N2CCC(C(=O)NC3CC3)CC2)cc1` in KCNH2 WT inh: 5
Value of `FC(F)(F)c1ccc(-c2nc(=S)[nH][nH]2)cc1` in KCNH2 WT inh: 1
Value of `O=C(O)CSCCC(=O)Nc1ccc(F)cc1` in TRPV1 agonist: -3
Value of `CC#CC[N+](C)(C)CC(=O)c1ccccc1` in MBNL1 CUG block: -4%
Value of `COc1ccccc1C(=O)NC(=O)COC(=O)c1nccnc1N` in KCNH2 WT inh: 1
Value of `CCOc1ccccc1N1CC(C(=O)Nc2ccccc2N2CCOCC2)CC1=O` (stereo not drawn) in KCNH2 3.1 inh: -13
Value of `O=C(O)CC1(CC(=O)Nc2ccc3ccccc3c2)CCCCC1` in TRPV1 agonist: -3

Further results follow:
SMILES	GALK inh	KCNH2 3.1 inh	AT treatment	KCNH2 WT inh	ASM inhibitor	MBNL1 CUG block	CXXC DNA block	FBPA coupling cs	Integrin act MD	TRPV1 agonist
Cc1cc(C)c(S(=O)(=O)Nc2cccc(S(=O)(=O)NC3=NCCC3)c2)c(C)c1	0%	12	0%	4	-1%	1%	2%	-11	8%	2
CC1CCCN(C(=O)c2cc(-c3ccco3)nc3ccccc23)C1 (stereo not drawn)	.	-5	0%	-3	91%[activator]	.	.	.	?	15
Cc1ccc(C)c(-n2c(C)cc(/C=N/NC(=O)c3c(C)nc4cc(C)ccn34)c2C)c1	-1%	-1	3%	-6	0%	-16%	-3%	-3	-13%	-1
COc1ccc(CCN(C)CC(O)COc2c(C)ccc(C)c2C)cc1OC (stereo not drawn)	3%	?	9%	.	-1%	-13%	17%	1	-29%	3
COc1cc2ccccc2cc1C(=O)Nc1ccc2oc(=O)ccc2c1	2%	2	-4%	-7	10%	4%	-1%	0	2%	7
O=C(N/N=C/c1c[nH]c2ccccc12)C1CC1(c1ccccc1)c1ccccc1 (stereo not drawn)	-1%	-8	4%	-14	-8%	5%	10%	0	-36%	2

Compound activity (PubChem)
